Bioassay records as filed in PubChem.
KDM5B inhibitor – KDM5B demethylase inhibition; Q9UGL1; KDM5B demethylase, FDH-coupled NADH fluorescence (FDH is formaldehyde dehydrogenase); Potency, µM (doses to about 57.7 µM), for the others: at the highest dose activity change, negative = inhibition, most hits filed as inhibitors; actives 2.6% (n = 220,000); active means well fitted inhibition curve with a large enough effect; inconclusive means small, poorly fitted or top-dose-only effect; inactive means no such curve, though single readings can be large or run the other way; further: 0% is about no effect; nearly all actives have a fitted effect of over 70% in size
Target sequence (Q9UGL1 whole entry, looked up): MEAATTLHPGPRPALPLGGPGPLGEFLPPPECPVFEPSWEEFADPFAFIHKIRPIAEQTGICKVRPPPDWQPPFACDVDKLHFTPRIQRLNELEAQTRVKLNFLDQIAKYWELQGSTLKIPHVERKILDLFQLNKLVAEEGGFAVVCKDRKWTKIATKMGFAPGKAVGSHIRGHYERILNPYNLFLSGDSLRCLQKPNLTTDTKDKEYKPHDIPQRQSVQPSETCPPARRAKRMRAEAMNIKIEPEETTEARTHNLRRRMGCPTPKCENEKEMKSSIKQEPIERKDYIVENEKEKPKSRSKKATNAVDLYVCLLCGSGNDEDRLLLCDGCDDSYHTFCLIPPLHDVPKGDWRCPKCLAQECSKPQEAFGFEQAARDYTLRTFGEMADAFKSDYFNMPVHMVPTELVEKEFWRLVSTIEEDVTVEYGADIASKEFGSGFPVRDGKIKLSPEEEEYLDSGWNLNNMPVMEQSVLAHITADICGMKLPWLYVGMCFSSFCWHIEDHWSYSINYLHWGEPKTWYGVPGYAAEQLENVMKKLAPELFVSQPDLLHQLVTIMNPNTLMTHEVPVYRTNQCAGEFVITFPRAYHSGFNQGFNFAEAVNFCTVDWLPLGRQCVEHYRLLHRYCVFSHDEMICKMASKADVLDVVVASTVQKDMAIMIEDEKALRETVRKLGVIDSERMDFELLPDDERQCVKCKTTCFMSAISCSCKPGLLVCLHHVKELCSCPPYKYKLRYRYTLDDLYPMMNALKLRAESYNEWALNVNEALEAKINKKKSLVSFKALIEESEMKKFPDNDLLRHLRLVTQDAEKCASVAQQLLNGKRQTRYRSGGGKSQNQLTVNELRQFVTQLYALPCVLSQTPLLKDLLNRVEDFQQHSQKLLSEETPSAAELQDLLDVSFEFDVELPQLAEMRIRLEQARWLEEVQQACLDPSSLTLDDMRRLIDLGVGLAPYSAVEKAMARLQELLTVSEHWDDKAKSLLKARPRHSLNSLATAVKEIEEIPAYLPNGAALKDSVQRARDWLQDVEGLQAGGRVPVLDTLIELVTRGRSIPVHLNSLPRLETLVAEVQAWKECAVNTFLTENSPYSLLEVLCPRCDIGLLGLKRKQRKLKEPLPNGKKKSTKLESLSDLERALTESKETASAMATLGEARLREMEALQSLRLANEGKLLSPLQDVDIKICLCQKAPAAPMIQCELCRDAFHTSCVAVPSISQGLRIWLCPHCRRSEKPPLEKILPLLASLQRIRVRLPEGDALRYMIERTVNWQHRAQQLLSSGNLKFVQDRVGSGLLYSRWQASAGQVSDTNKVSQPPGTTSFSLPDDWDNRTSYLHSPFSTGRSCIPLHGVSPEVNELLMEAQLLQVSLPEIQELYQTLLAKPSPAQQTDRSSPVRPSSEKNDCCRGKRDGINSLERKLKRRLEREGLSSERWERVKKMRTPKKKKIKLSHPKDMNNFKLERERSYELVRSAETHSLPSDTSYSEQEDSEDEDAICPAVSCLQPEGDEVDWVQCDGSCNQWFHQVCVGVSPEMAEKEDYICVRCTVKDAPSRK
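Inhibition is measured as reduced NADH fluorescence generation from FDH coupling to formaldehyde release. Truncated KDM5BΔAP at 200 nM final acts on H3K4me3 peptide (12.5 µM in substrate mix) in pH 7.5 HEPES buffer with Tween-20, 30 min, room temperature.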
The depositor's hits bear a star; i = inactive; ? = inconclusive; [ ] = another dose, or the depositor's remark. Potency means the concentration at half of the fitted maximal effect.

canonical_smiles | KDM5B inhibitor
C#CCNC(=O)c1nc(-c2cccnc2)c2ccccn12 | i
CN(C)C[C@@H]1CN(Cc2cccnc2)C[C@H]1NC(=O)CCn1cccn1 | -24%
O=C(COC(=O)c1ccc2ccccc2n1)NCC(F)(F)F | 0%
O=C(O)CCCNS(=O)(=O)c1ccc(I)cc1 | -9%
COc1ccc(CN2CC[C@H](c3nc4ccc(C)cc4[nH]3)C2)cc1 | -5%[86.2 µM]
Cc1ccc(OCCn2c(COc3ccc(Cl)cc3)nc3ccccc32)cc1 | 3%
CC(=O)Nc1ccc(N2C(=O)C(=O)/C(=C(/O)c3ccccc3)C2c2ccccc2)cc1 (stereo not drawn) | 5%
Cn1nc(C(=O)NN2C(=O)NC(C)(c3ccccc3)C2=O)c2ccccc2c1=O (stereo not drawn) | 9%
Cc1ccc(S(=O)(=O)c2nnn3c2nc(NCCc2ccccc2)c2sccc23)cc1 | -32%
Cc1nc2ccc(S(=O)(=O)N(CC(=O)Nc3ccc(Cl)cc3)Cc3ccccc3)cc2s1 | -12%
Cc1ccc(CNC(=O)NCC(C)N2CCOCC2)s1 (stereo not drawn) | -6%
Cc1cccc(C)c1-c1nc(C(=O)N(C)C)n2ccccc12 | 40µM*
Cc1cccc(NC2=CC(c3cccc(Br)c3)N(c3cccc(C)c3)C2=O)c1 (stereo not drawn) | ?
NC(=O)c1cc[nH]c1C1CCCN(S(=O)(=O)c2cccc3cccnc23)C1 (stereo not drawn) | -16%
Cc1cc2oc(=O)cc(CSc3ncn[nH]3)c2cc1C | -20%
O=C(NCCC(c1ccccc1)c1ccccc1)c1cn(C2CCCCC2)nn1 | 29%
COc1ccc(C(=O)Oc2ccc(C(C)=O)cc2)cc1Br | 3%
Cc1cccc(NC(=O)c2n[nH]nc2Nc2ccc(Cl)cc2)c1C | -6%
COCCN1CCOC2(CCN([S+](=O)([O-])c3ccccc3C)CC2)C1=O | -18%[86.2 µM]
CNC(=O)CCN(C)C(=O)Nc1cccc(C#N)c1 | 2%
O=C(C1CC(=O)N(c2n[nH]c3ccccc23)C1)N1CCC(c2nc3ccccc3[nH]2)CC1 (stereo not drawn) | -7%
O=S(=O)(c1cc(F)cc(F)c1)N1CCCC1c1nnc2ccccn12 (stereo not drawn) | 12%
COCCOCC(=O)N1CCCC(c2nn(C)c(=O)n2-c2ccccc2)C1 (stereo not drawn) | 3%
COc1ccc(-c2nc(-c3nnn4c3COC(c3ccc(Cl)cc3)C4)no2)cc1 (stereo not drawn) | 7%
COCCN1CCC(CNc2nccc(-c3ccccn3)n2)C1 (stereo not drawn) | 28µM*
CN(Cc1ccccc1)C(=O)c1cccc(N2C(=O)C3CC=CCC3C2=O)c1 (stereo not drawn) | 34%
O=C1c2ccccc2NC(c2ccccc2)N1c1ccc(F)c(F)c1 (stereo not drawn) | ?
Cn1cc(CN2C[C@H](C(=O)Nc3nccs3)C[C@H]2c2cccc(C(F)(F)F)c2)cn1 | 3%[86.2 µM]
NC(=O)COC(=O)[C@H](Cc1c[nH]c2ccccc12)NC(=O)c1ccc(F)cc1 | 24%
O=C(Nc1cccc(Cl)c1)c1nc2ccccc2nc1N1CCCC1 | ?
CC(NC(=O)c1cc[n+]([O-])cc1)c1ccc(-c2ccccc2)cc1 (stereo not drawn) | 21%
CN1CCN(C(=O)c2cc(-c3ccc(F)cc3)nc3ccccc23)CC1 | ?
COc1cccc(CNC(=O)C2CCN(S(=O)(=O)c3ccc4c(ccn4C)c3)CC2)c1 | ?
CCOc1ccc(OCC)c(NS(=O)(=O)c2c(C(=O)N3CCC(C)CC3)c(C)n(C)c2C)c1 | 9%
Cc1ccccc1CCN1CCCC(CN(C)C(=O)Nc2ccccc2C)C1 (stereo not drawn) | 4%
Cc1cc(C(F)(F)F)nc(CNc2cc(C)nc3c(C)c(C)nn23)n1 | 19%
Cc1ccc(S(=O)(=O)n2nc(-c3ccco3)nc2NCc2ccccc2Cl)cc1 | ?
COC(=O)c1ccccc1NC(=O)CCC(=O)N1CCOc2ccccc21 | -15%
COc1cccc(CC(=O)Nc2ccc3c(c2)CN(Cc2ccccc2F)C(=O)C(C)O3)c1 (stereo not drawn) | 5%
O=C(COc1ccc2ccc(=O)oc2c1)NCCc1ccc(OC(F)F)cc1 | ?
Cc1ccc(C(C)C)c(OCC(=O)Nc2cccc(-c3nc4ncccc4o3)c2)c1 | ?
COc1ccccc1CNC(=O)Cc1cccc(C(F)(F)F)c1 | -8%
COc1cnc(CSc2ncccn2)cc1OCC(=O)N1CCCc2ccccc21 | 6%
Cc1cc(C)n(CCC(=O)N[C@@H]2CN(S(C)(=O)=O)C[C@H]2CN(C)C)n1 | -17%
CCOC(=O)c1ccc(NC(=O)CC2C(=O)N(c3ccc(F)cc3)C(=O)N2Cc2ccc(C)cc2)cc1 (stereo not drawn) | -30%
O=C(c1cc(Br)ccc1Cl)N(C1CCCCC1)C1CCCCC1 | 23%
O=C(CCCN1C(=O)C2CC=CCC2C1=O)Nc1cccc(F)c1 (stereo not drawn) | -3%
COc1ccc(NC(=O)CC(C)S(=O)(=O)c2ccc3c(c2)NC(=O)CO3)cc1OC (stereo not drawn) | 6%
CC(=O)NC1(C)CCN(Cc2cnc(-c3cccc(N4CCOCC4)c3)s2)CC1 | ?
O=C(c1coc(COc2cccc(F)c2)n1)N1CCN(c2ccccc2)CC1 | 24%

Next section, overlapping the part above by 3 compounds.
canonical_smiles | KDM5B inhibitor
COc1ccc(NC(=O)CC(C)S(=O)(=O)c2ccc3c(c2)NC(=O)CO3)cc1OC (stereo not drawn) | 6%
CC(=O)NC1(C)CCN(Cc2cnc(-c3cccc(N4CCOCC4)c3)s2)CC1 | ?
O=C(c1coc(COc2cccc(F)c2)n1)N1CCN(c2ccccc2)CC1 | 24%
CN(C)C[C@@H]1CN(c2ccncn2)C[C@H]1NC(=O)c1cc(Cl)ccc1F | 18%
Cc1ccc(CN[C@@H]2CO[C@H](CNC(=O)c3ccccc3)[C@H]2O)cc1 | 12%[86.2 µM]
CN1C(=O)C2(CC(=O)Nc3c2sc(C(=O)O)c3-c2ccccc2)c2ccccc21 (stereo not drawn) | -1%
CCc1ccccc1NC(=O)c1nc2nc(C)cc(C(F)F)n2n1 | -1%
O=C(c1sc2cccc(F)c2c1Cl)N1CCC2(CC1)OCCO2 | -5%
CC(=O)c1c(C)[nH]c(C(=O)CN2C(=O)NC(C)(c3ccc4c(c3)OCO4)C2=O)c1C (stereo not drawn) | -7%
COc1cccc(-c2nc3cc4c(cc3cc2CN2CCSCC2)OCO4)c1OC | 6%
Cc1ccc(NCc2nc3ccccc3n2CCOc2ccccc2)cc1 | -25%
CCc1cc(=O)oc2c(CNCc3ccccc3F)c(O)c(Cl)cc12 | ?
COc1ccc(-c2nc(C3CC3)nc3c2CN(S(=O)(=O)c2cccc(OC)c2)CC3)cc1 | -26%[115 µM]
CCCN1CCc2[nH]cnc2C12CCN(C(=O)c1ccc(CSC)o1)CC2 | ?
Cc1ccc(-n2nc(-c3c(C)nc4scc(CC(=O)N5CCCC5)n4c3=O)cc2C)cc1 | ?
O=C([C@H]1C[C@H](Oc2ccccc2)CN1C(=O)NCCc1ccccc1)N1CCOCC1 | 20%
COc1ccc(NC(=O)N2CC(N(CC(C)C)C3CCOCC3)C2)cc1F | -10%
CCN(CC)S(=O)(=O)c1ccc(NC(=O)CC2c3ccccc3C=CN2C(C)=O)cc1 (stereo not drawn) | 13%
COc1ccc2c(C)c(CC(=O)N3CCCCC3)c(=O)oc2c1 | i
CSCCC(NC(=O)c1ccccc1Br)C(=O)NC(C)CCc1ccccc1 (stereo not drawn) | 12%
CC1=C[C@@H](CN2C(=O)c3ccccc3C2=O)[C@H](C(C)C)C[C@H]1Cc1nc2ccccc2[nH]1 | ?
Cc1nc2c(c(-c3ccc(Cl)cc3)n1)CCN(C(=O)c1ccccc1)CC2 | 28%
Cc1ccc(-n2c(=O)[nH]c3sc4c(c3c2=O)CCNC4)cc1C | -14%
O=C(NC(Cc1c[nH]c2ccccc12)C(=O)O)c1ccccc1F (stereo not drawn) | 7%
Brc1ccccc1-c1nc2cc3c(cc2[nH]1)OCCO3 | 56%[activator]
CC(C)C[C@@H]1N[C@H](C(=O)N2CCOCC2)Cc2cn(Cc3ccccn3)c3cccc1c23 | -37%[86.2 µM]
Cc1ccnc(N/C=C/C(=O)c2ccc(Br)cc2)c1 | ?
CCOC(=O)c1ccc(N2C(=O)c3n[nH]c(-c4ccco4)c3C2c2ccccc2OC)cc1 (stereo not drawn) | ?
CC(=O)c1cccc(NC(=O)C(C)Oc2ccc3c(C)cc(=O)oc3c2)c1 (stereo not drawn) | ?
O=C([C@@H]1C[C@H](Oc2cccnc2)CN1C(=O)c1ccncc1)N1CCOCC1 | -23%
C=C(C)CN1CCC(NC(=O)c2ccc(C)s2)CC1 | 23%
N#Cc1ccccc1Sc1ccccc1C(=O)NC1CCCCC1 | 18%
CCC(C)NC(=O)C1COC2(CCN(C(=O)c3ccc(F)cc3)CC2)N1C(=O)c1cccc(OC)c1 (stereo not drawn) | 0%
CC(C)c1noc([C@@H]2Cc3nc[nH]c3CN2C(=O)Nc2ccc(Cl)cc2)n1 | ?
CC(=O)N1CCc2cc(S(=O)(=O)CCC(=O)N3CCC(CCOc4ccccc4)C3)ccc21 (stereo not drawn) | 23%
O=C(c1cn(CCOc2ccccc2F)c2ccccc12)C1CCCCC1 | 15%
CN(C)c1ccc(CN[C@H]2[C@H](O)[C@@H](N3CCC(Cc4ccccc4)CC3)[C@@H]3OC[C@H]2O3)cc1 | -7%
O=C(NC1CC(=O)N(c2ccc(F)cc2)C1)c1ccc(S(=O)(=O)N2CCCC2)cc1 (stereo not drawn) | -4%
O=C(NC1CCN(c2cc(-c3ccccc3)[nH]n2)C1)c1ccc(F)c(F)c1 (stereo not drawn) | ?
O=c1cc(-c2ccc(Cl)cc2)sc2nnc(-c3ccccc3F)n12 | -1%
CC(=O)N1CCC(N2CCC([C@@H]3CNC[C@H]3CO)CC2)CC1 | -16%
COc1ccc(C(=O)N2CCC3(CC2)N=C(c2cccc(Br)c2)NO3)cc1 | 0%
CC(C)=CCN1CCN(Cc2ccc(C#N)cc2)CC1 | 7%
COc1ccc(NC(=O)C2(C)CCCCC(=O)N2)cc1F (stereo not drawn) | -16%
COc1ccc(S(=O)(=O)c2cc3cc(C)ccc3oc2=O)cc1 | 8%
O=C(CSc1nc2nc[nH]c2c(=O)[nH]1)c1ccc(Br)cc1 | -19%
CCNC(=O)N1CCC(NC(=O)c2cccc(CCC(C)(C)O)c2)CC1 | ?
NC(=O)CCN(CCC(N)=O)S(=O)(=O)c1ccc(Br)cc1 | 22%
COc1ccccc1C(=O)OCc1cccc(C#N)c1 | -7%
CCN(CC)C(=O)c1cc2c(s1)CCC(C(=O)NCc1c(C)nn(C)c1C)C2 (stereo not drawn) | 1%
CCCc1cc(=O)[nH]c(SC/C=C/c2ccccc2)n1 | -2%
CC1CCC/C(=N/NC(=O)C2CC2)C1 (stereo not drawn) | 21%
Cc1c(CCC(=O)Nc2nc3ccccc3[nH]2)c(=O)oc2c(C)c(O)ccc12 | ?

The listing continues.
canonical_smiles | KDM5B inhibitor
CC(=O)COc1ccc2c(c1C)O/C(=C\c1ccco1)C2=O | -16%
O=C(NC1CCCCCCC1)c1cc2cccc([N+](=O)[O-])c2[nH]1 | -12%
CN(C)CCNc1cccc(Br)c1 | 22%
CCNC(=O)N[C@H]1CC[C@]2(C)CC[C@@H](C(C)C(=O)NC3CCCC3)[C@H](O)[C@H]2[C@@H]1C (stereo partly drawn) | -31%[86.2 µM]
CCc1cccc(CC)c1NC(=O)c1ccc2c(c1)CCN2S(=O)(=O)c1ccccc1 | 2%
COc1ccc(-c2nc(CSCC(=O)NCCc3ccccc3)c(C)o2)cc1 | 6%
Cc1ccc(CSc2nnc(COc3ccc(Cl)c(C)c3)n2C)cc1 | -4%
CNc1c(NC(=O)c2cc(Br)ccc2OC)c(=O)oc2ccccc12 | 3%
CC(OC(=O)/C=C/c1cccc2cccnc12)C(=O)Nc1ccccc1 (stereo not drawn) | -16%
CC(NC(=O)CN1C(=O)COc2ccc(S(=O)(=O)N3CCCCCC3)cc21)c1ccccc1 (stereo not drawn) | -13%
O=C(c1ccc(F)cc1)N1CCc2nc(C3CC3)nc(-c3ccc(Cl)cc3)c2C1 | -23%
CC[C@H]1CN(C(=O)C2CC2)CC[C@H]1CC(=O)NCc1ccc2c(c1)OCO2 | -5%[86.2 µM]
S=C1SCN(CC2CC2)CN1CC1CC1 | 65%[activator]

Some of the entries so far, with each value named.
compound: CNc1c(NC(=O)c2cc(Br)ccc2OC)c(=O)oc2ccccc12
  KDM5B inhibitor = 3%

compound: CN(C)CCNc1cccc(Br)c1
  KDM5B inhibitor = 22%

compound: S=C1SCN(CC2CC2)CN1CC1CC1
  KDM5B inhibitor = 65%[activator]

Three of the compounds above, with the structure last.
KDM5B inhibitor	canonical_smiles
-16%	CC(=O)COc1ccc2c(c1C)O/C(=C\c1ccco1)C2=O
-12%	O=C(NC1CCCCCCC1)c1cc2cccc([N+](=O)[O-])c2[nH]1
22%	CN(C)CCNc1cccc(Br)c1

This is a subset; rates above refer to the full screens.
